Mtb BioA inh = blocks M. tuberculosis BioA enzyme activity; 0.096% of 360,000 active; AID 602481; inhibition, % at 9.99 µM; purified M. tuberculosis BioA enzyme, plate reader; in the data active = inhibition above about 40%
* hit, by the source's call. These rows are one share of the data. The share of hits here may be higher or lower than overall.

SMILES	Mtb BioA inh
CN1c2ccc(C3=CCCCC3)cc2[C@@H]2[C@@H](CCN2S(=O)(=O)c2ccc(F)cc2)[C@H]1CO	-0.9
C[C@H](CO)N1C[C@H](C)[C@@H](CN(C)S(C)(=O)=O)Oc2ccc(NC(=O)Cn3cnnn3)cc2CC1=O	0.1
C/C=C/c1cnc2c(c1)C(=O)N([C@H](C)CO)C[C@H](C)[C@H](CN(C)C(=O)Nc1c(C)noc1C)O2	-0.7
Cc1ccc(S(=O)(=O)N(C)C[C@@H]2Oc3ccc(NS(=O)(=O)c4ccc(F)cc4)cc3C(=O)N([C@@H](C)CO)C[C@@H]2C)cc1	-1.9
O=C(C[C@@H]1CC[C@H]2[C@@H](COC[C@@H](O)CN2C(=O)c2ccncc2)O1)NCc1cccc(F)c1	-1.3
O=C(Cc1ccccc1)N1C[C@H]2[C@@H](c3ccccc31)[C@@H](CO)N2Cc1ccccc1	1.6
CCN(C[C@@H]1N[C@@H](CO)[C@@H]1c1ccc(C2=CCCC2)cc1)C(=O)c1cccnc1	20
CO[C@@H]1CN(C)C(=O)c2cc(NC(=O)Nc3ccc(Cl)cc3)ccc2OC[C@H](C)N(C(=O)Nc2c(C)noc2C)C[C@@H]1C	-2.3
C/C=C/c1ccc([C@H]2[C@@H](CO)N(C(=O)C3CC3)[C@H]2CN(C)C(=O)CC2CC2)cc1	1.0
CCCN1C[C@@H](C)[C@@H](OC)CN(C)C(=O)c2ccc(NC(=O)c3ccc(F)cc3)cc2OC[C@H]1C	0.5
CCOC(=O)c1cc2c(c(-c3cccc(Br)c3)n1)[C@H](CCO)N(C(=O)NC(C)C)C2	-3.1
CCCC(=O)Nc1ccc2c(c1)OC[C@H](C)N(C(=O)CN(C)C)C[C@@H](C)[C@H](OC)CN(C)C2=O	-1.1
CC(C)NC(=O)N1[C@H](CO)[C@@H](c2ccccc2)[C@@H]1CN(C)C(=O)c1cccnc1	-1.8
CCN(C[C@@H]1N[C@H](CO)[C@@H]1c1ccc(C2=CCCC2)cc1)C(=O)c1ccccc1	-1.7
C[C@@H]1CCCCO[C@@H](CN(C)S(=O)(=O)c2ccc(F)cc2)[C@H](C)CN([C@@H](C)CO)C(=O)c2cc(NC(=O)Cc3ccccc3)ccc2O1	-1.1
O=S(=O)(c1ccccc1)N1CCCCN2[C@H](CO)[C@H](c3ccc(-c4ccccc4F)cc3)[C@@H]2C1	-5.6
O=C(C[C@@H]1C[C@H]2c3cc(NC(=O)Nc4ccccc4)ccc3O[C@H]2[C@@H](CO)O1)NCc1cccnc1	-1.6
C[C@@H]1CCCCO[C@@H](CN(C)C(=O)Cc2ccccc2)[C@@H](C)CN([C@@H](C)CO)C(=O)c2cc(NC(=O)CCC(F)(F)F)ccc2O1	1.8
COc1ccc(S(=O)(=O)N(C)C[C@H]2Oc3ccc(NC(=O)Nc4cccc5ccccc45)cc3C(=O)N([C@H](C)CO)C[C@H]2C)cc1	-1.3
O=C(NC[C@@H]1[C@@H](c2ccccc2)[C@@H](CO)N1C(=O)Cc1cccnc1)C1CCC1	1.6
Cc1noc(C)c1NC(=O)N(C)C[C@@H]1OCCCC[C@H](C)Oc2ccc(NC(=O)Nc3cccc4ccccc34)cc2C(=O)N([C@@H](C)CO)C[C@H]1C	-0.7
CO[C@H]1CN(C)C(=O)c2ccc(NC(=O)c3ccc(F)cc3)cc2OC[C@@H](C)N(C)C[C@H]1C	-2.1
Cn1cnc(CCNC(=O)C[C@@H]2CC[C@H]3[C@@H](COC[C@H](O)CN3C(=O)Nc3ccc(C(F)(F)F)cc3)O2)c1	-1.1
CCNC(=O)[C@H]1[C@H](CO)[C@H]2Cn3c(ccc(-c4ccc(OC)cc4)c3=O)[C@@H]1N2CC1CC1	0.7
C/C=C/c1ccc([C@@H]2[C@@H](CNC(=O)CC)N(Cc3ccccn3)[C@H]2CO)cc1	1.1
C[C@@H]1CN([C@H](C)CO)C(=O)c2cc(NS(C)(=O)=O)ccc2O[C@@H](C)CCCCO[C@H]1CN(C)Cc1ccc(C(F)(F)F)cc1	1.8
C[C@@H]1CN([C@@H](C)CO)C(=O)Cc2cc(NS(=O)(=O)c3ccccc3)ccc2O[C@@H]1CN(C)S(=O)(=O)c1ccc(F)cc1	-0.6
COc1ccc(S(=O)(=O)N(C)C[C@@H]2Oc3ccc(NS(=O)(=O)c4cn(C)cn4)cc3C(=O)N([C@@H](C)CO)C[C@H]2C)cc1	0.3
CC=Cc1ccc2n(c1=O)C[C@H]1[C@H](CO)[C@@H](C(=O)NCCC)N(C(=O)C3CCOCC3)[C@@H]21 (mixture of isomers)	-2.8
C[C@H]1CN([C@@H](C)CO)C(=O)c2cc(C#CC3CCCCC3)cnc2O[C@@H]1CN(C)C	2.2
CC(C)NC(=O)N(C)C[C@@H]1Oc2c(NC(=O)C3CCCCC3)cccc2C(=O)N([C@@H](C)CO)C[C@H]1C	-1.4
COc1ccc(CN(C)C[C@@H]2OCCCC[C@@H](C)Oc3ccc(NC(=O)Cc4ccccc4)cc3C(=O)N([C@H](C)CO)C[C@H]2C)cc1	4.8
C[C@H]1CCCCO[C@H](CN(C)C(=O)Nc2ccccc2)[C@@H](C)CN([C@@H](C)CO)C(=O)c2cc(NS(=O)(=O)c3ccc(F)cc3)ccc2O1	-1.4
COCC(=O)Nc1ccc2c(c1)OC[C@@H](C)N(C(=O)C1CCCC1)C[C@H](C)[C@H](OC)CN(C)C2=O	-0.3
Cc1noc(C)c1NC(=O)Nc1ccc2c(c1)CC(=O)N([C@@H](C)CO)C[C@H](C)[C@@H](CN(C)S(C)(=O)=O)O2	-0.9
CCCC(=O)Nc1ccc2c(c1)C(=O)N(C)C[C@H](OC)[C@@H](C)CN(CCC(F)(F)F)[C@H](C)CO2	-1.8
CO[C@@H]1CC[C@@H]2CCOc3ccc(C#N)cc3C(=O)N(C)C[C@H](c3ccccc3)CC(=O)N(C)C[C@@H]1O2	0.3
COc1ccc(NC(=O)N(C)C[C@H]2Oc3ccc(NS(=O)(=O)c4cccs4)cc3CC(=O)N([C@H](C)CO)C[C@@H]2C)cc1	-1.0
C[C@@H]1CN([C@@H](C)CO)S(=O)(=O)c2ccc(-c3ccncc3)cc2O[C@@H]1CN(C)Cc1ccncc1	-2.7
COCC(=O)N1C[C@@H]2[C@H](c3ccccc31)[C@@H](CO)N2Cc1ccccc1	-1.8
C[C@@H]1CN([C@@H](C)CO)C(=O)c2cccc(NC(=O)c3nc4ccccc4s3)c2O[C@@H]1CN(C)C(=O)NC1CCCCC1	0.9
C[C@H]1CN([C@@H](C)CO)C(=O)c2cc(NC(=O)Cc3ccccc3)ccc2O[C@@H]1CN(C)Cc1ccc(-c2ccccc2)cc1	-2.4
CN(C)CCCNC(=O)C[C@H]1CC[C@@H]2[C@@H](COc3ccc(NC(=O)C4CCC4)cc3C(=O)N2C)O1	2.7
COc1ccccc1-c1ccc([C@@H]2[C@@H](CO)N3CCCCN(Cc4ccncc4)C[C@@H]23)cc1	-0.4
CCNC(=O)C[C@@H]1CC[C@H]2[C@@H](COC[C@@H](O)CN2C(=O)Nc2cccc(OC)c2)O1	-1.2
CC(C)C(=O)Nc1ccc2c(c1)C(=O)N(C)[C@@H]1CC[C@@H](CC(=O)NCc3ccccc3F)O[C@H]1CO2	8.9
CNC(=O)C[C@@H]1CC[C@H]2[C@H](COc3ccc(NC(=O)NCc4ccccc4)cc3C(=O)N2C)O1	-1.3
CN1c2ccc(-c3cccc(F)c3)cc2[C@H]2[C@H](CCN2C(=O)c2ccncc2)[C@H]1CO	95*
COc1ccccc1CNC(=O)C[C@H]1CC[C@@H]2[C@H](COC[C@@H](O)CN2C(=O)Nc2ccc(F)cc2)O1	0.8
CNC[C@H]1OCCCC[C@H](C)Oc2ccc(NS(=O)(=O)c3c(C)noc3C)cc2C(=O)N([C@H](C)CO)C[C@@H]1C	-2.0

(more compounds)
SMILES	Mtb BioA inh
C[C@H](CO)N1C[C@H](C)[C@H](CN(C)S(=O)(=O)c2cn(C)cn2)Oc2ccc(NC(=O)CCC(F)(F)F)cc2CC1=O	-0.9
COC(=O)C[C@H]1CC[C@@H]2[C@@H](COc3ccc(NC(=O)NCc4ccccc4)cc3C(=O)N2C)O1	0.5
C[C@@H]1CN([C@@H](C)CO)S(=O)(=O)c2ccc(C#CC3(O)CCCC3)cc2O[C@@H]1CN(C)C(=O)Cc1ccncc1	-0.6
C[C@@H]1CN([C@@H](C)CO)C(=O)c2cc(NC(=O)Nc3ccc(F)cc3)ccc2O[C@H]1CN(C)C(=O)Nc1ccc(C(F)(F)F)cc1	-1.6
COc1ccc(NC(=O)N(C)C[C@@H]2OCCCC[C@@H](C)Oc3ccc(NS(=O)(=O)c4ccc(OC)cc4)cc3C(=O)N([C@H](C)CO)C[C@H]2C)cc1	1.1
COc1ccc(S(=O)(=O)Nc2ccc3c(c2)C(=O)N([C@H](C)CO)C[C@@H](C)[C@@H](CN(C)C(=O)NC(C)C)O3)cc1	-0.8
CCC(=O)NC[C@H]1[C@@H](c2ccc(-c3cccc(F)c3)cc2)[C@H](CO)N1C(=O)CC	2.1
C[C@H](CO)N1C[C@H](C)[C@H](CN(C)S(=O)(=O)c2cn(C)cn2)Oc2ccc(NC(=O)Cc3ccccc3)cc2CC1=O	0.2
CC(=O)N1[C@H](CO)[C@@H](c2ccccc2)[C@@H]1CN(C)C(=O)CN1CCOCC1	-2.1
COc1ccc(S(=O)(=O)Nc2ccc3c(c2)CC(=O)N([C@@H](C)CO)C[C@H](C)[C@@H](CN(C)CC2CC2)O3)cc1	0.1
Cc1noc(C)c1S(=O)(=O)N(C)C[C@H]1OCCCC[C@@H](C)Oc2ccc(NC(=O)Nc3ccc4c(c3)OCO4)cc2C(=O)N([C@H](C)CO)C[C@@H]1C	0.6
CC(C)NC(=O)N(C)C[C@H]1Oc2ncc(C#CC3CCCCC3)cc2C(=O)N([C@@H](C)CO)C[C@@H]1C	-0.3
Cc1cccc(-c2ccc([C@H]3[C@H]4CN(CCC(F)(F)F)CCCCN4[C@H]3CO)cc2)c1	0.0
C[C@@H]1CN([C@H](C)CO)C(=O)c2cc(C#Cc3ccccn3)cnc2O[C@H]1CN(C)Cc1ccccc1	-1.0
C[C@@H]1CN([C@@H](C)CO)C(=O)c2cccc(NC(=O)C3CCCCC3)c2O[C@H]1CN(C)Cc1ccc(-c2ccccc2)cc1	-1.7
C[C@@H]1CCCCO[C@H](CN(C)CC2CC2)[C@H](C)CN([C@@H](C)CO)C(=O)c2cc(NC(=O)Nc3ccc(C(F)(F)F)cc3)ccc2O1	-0.1
CN1C(=O)c2cc(NC(=O)c3cccc(F)c3)ccc2OC[C@H]2O[C@H](CC(=O)O)CC[C@@H]21	0.1
COc1cccc(C(=O)Nc2ccc3c(c2)C(=O)N(C)[C@@H]2CC[C@H](CC(=O)NCc4ccccc4F)O[C@@H]2CO3)c1	-3.6
C[C@H](CO)N1C[C@H](C)[C@H](CN(C)Cc2ccncc2)Oc2ccc(NS(=O)(=O)c3cccs3)cc2CC1=O	1.3
C[C@@H]1CCCCO[C@@H](CN(C)Cc2ccc(C(F)(F)F)cc2)[C@H](C)CN([C@H](C)CO)C(=O)c2cc(NS(C)(=O)=O)ccc2O1	6.7
COc1ccccc1C(=O)N1C[C@H]2[C@@H](c3ccccc31)[C@@H](CO)N2CC1CCOCC1	-1.3
CO[C@H]1CN(C)C(=O)c2ccc(NS(=O)(=O)c3ccccc3F)cc2OC[C@H](C)NC[C@H]1C	-2.6
Cc1noc(C)c1NC(=O)N(C)C[C@H]1OCCCC[C@@H](C)Oc2ccc(NS(C)(=O)=O)cc2C(=O)N([C@@H](C)CO)C[C@H]1C	-3.9
COc1cccc(S(=O)(=O)N2CC[C@H]3[C@H](CO)Nc4ccc(Br)cc4[C@H]32)c1	14
C[C@@H]1CN([C@@H](C)CO)C(=O)c2cc(NC(=O)NC3CCCCC3)ccc2O[C@@H](C)CCCCO[C@@H]1CN(C)S(=O)(=O)c1cccs1	-3.9
Cc1ccc(S(=O)(=O)N(C)C[C@H]2OCCCC[C@H](C)Oc3ccc(NC(=O)CCC(F)(F)F)cc3C(=O)N([C@H](C)CO)C[C@@H]2C)cc1	-1.7
C[C@@H]1CN([C@@H](C)CO)C(=O)c2cc(C3=CCCC3)cnc2O[C@H]1CN(C)S(C)(=O)=O	4.1
CC(C)NC(=O)N1CC[C@H]2[C@@H]1c1cc(C#Cc3ccccc3)ccc1N(C)[C@H]2CO	-1.0
COCC(=O)Nc1ccc2c(c1)[C@@H]1C[C@@H](CC(=O)N3CCN(C)CC3)O[C@H](CO)[C@@H]1O2	0.4
Cc1ccc(S(=O)(=O)Nc2cccc3c2O[C@@H](CN(C)S(=O)(=O)c2ccc(F)cc2)[C@H](C)CN([C@H](C)CO)C3=O)cc1	-1.5
